NR2E3 ag-1 – NR2E3 (human) agonism; 320,000 tested, 0.12% active; GST-NR2E3/biotin-RetCOR TR-FRET, 1536-well; Q9Y5X4; AID 2300; inhibition of corepressor binding, % at 4.78 µM;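 active means percent inhibition above the cutoff of mean plus 3 SD of all tested compounds, set per screening campaign, cut at about 20% in these data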;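 further: 0% = DMSO wells and 100% = biotin wells as full block of FRET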
Target sequence (Q9Y5X4 whole entry, looked up): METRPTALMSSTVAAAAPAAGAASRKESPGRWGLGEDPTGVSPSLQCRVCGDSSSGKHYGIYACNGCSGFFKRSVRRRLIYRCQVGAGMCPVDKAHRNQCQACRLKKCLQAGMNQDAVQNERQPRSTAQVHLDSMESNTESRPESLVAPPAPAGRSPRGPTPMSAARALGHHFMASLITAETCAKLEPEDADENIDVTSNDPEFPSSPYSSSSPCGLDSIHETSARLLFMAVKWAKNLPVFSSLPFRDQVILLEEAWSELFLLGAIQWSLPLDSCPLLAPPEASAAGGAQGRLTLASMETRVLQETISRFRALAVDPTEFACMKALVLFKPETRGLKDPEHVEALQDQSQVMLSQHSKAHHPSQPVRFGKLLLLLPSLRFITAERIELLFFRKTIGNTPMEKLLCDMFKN
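Format: 1536-well format; test system: GST-NR2E3 and biotin-RetCOR proteins; read-out basis: percent inhibition of TR-FRET ratio; timing: 5 h incubation at 4 °C; detection: time-resolved FRET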
CaV13 FRET inh – Primary screen for inhibitors of IQ motif and Ca2+-dependent inactivation inhibitor domain binding in CACNA1D, Förster resonance energy transfer in living cells, …; 340,000 tested, 0.098% active; inhibition, % at 12.3 µM; HEK cells, CFP/YFP FRET ICDI-IQ, plate reader, 10 min; percent FRET-ratio fall versus neutral wells;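 active means mean replicate inhibition of at least 30% and at least 1% of replicates passing that level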;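 further: 0% = median of the neutral control wells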
Vif inh – blocks HIV Vif function. HEK293T cells, Vif self-association by quenched fluorescence, imaging, 24 h. inhibition, % at 7.49 µM. 340,000 tested, 0.35% active. AID 602346; in the data active means inhibition above about 50%, passing the limit was not always enough; further: some results filed as inactive read as strong as hits
HIF-2a block – inhibitors of HIF-2a; 786-0 RCC cells HIF-2a reporter, luciferase luminescence, overnight; inhibition, % at 18.8 µM; 360,000 tested, 0.72% active; AID 624352;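 active means inhibition of the luminescence signal of 40% or more relative to plate controls, in a single-dose primary screen at 18.75 µM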
KKLEB tox – counter-screen for CF NF-kB inhibitors: cytotoxicity. activity change (cytotoxicity), % at 5 µM. 360,000 tested, 0.36% active. KKLEB CF airway cells viability, ATPlite luminescence, overnight; hits give low values; cells stimulated with P. aeruginosa culture filtrate;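 active means corrected activity change at or below -50% at 5 µM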
NR2E3 ag-2 – agonists of human NR2E3 nuclear receptor; Q9Y5X4; 360,000 tested, 0.35% active; CHO-S Gal4-NCOR/VP16-NR2E3 two-hybrid, luciferase; AID 602229; inhibition of corepressor binding, % at 3.98 µM;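 active means inhibition above the mean of all tested compounds plus 3 SD, cut at about 70% in these data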;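 further: 0% = DMSO with NR2E3 transfected cells and 100% = cells lacking NR2E3 construct; higher means lower luciferase signal from less NR2E3 corepressor binding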
Shn3 3UTR inh – reduces Shn3 3'UTR luciferase signal in osteoblasts. Clone20 osteoblast Shn3 3'UTR firefly luciferase, 24 h. 360,000 tested, 0.52% active. AID 588674. inhibition, % at 12.5 µM;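 active means mean inhibition of at least 75% with every replicate also reaching 75%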;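 further: 0% = median of neutral control wells and 100% = pilot-screen positive control compound; some compounds past the cut are filed as inactive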
CF NFkB inh – cystic fibrosis NF-kB activation inhibition | AID 588850 | KKLEB NF-kB-GFP reporter, PAF-induced, GFP fluorescence overnight | inhibition, % at 5 µM | 360,000 tested, 0.86% active;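 active means at least 50% inhibition at 5 µM, scaled per plate between neutral and stimulator controls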;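 further: PAF is a Pseudomonas aeruginosa culture filtrate used as stimulus; plate controls were PAF-stimulated DMSO wells for no effect and unstimulated DMSO wells for full effect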
TRPM1 prom inh – inhibitors of MITF-driven TRPM1 promoter in melanoma cells | SK-MEL-5 TRPM1 promoter luciferase, 24 h | inhibition, % at 12.5 µM | 330,000 tested, 0.83% active | AID 488899;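 active means mean inhibition across replicates of 60% or more, whatever share of single replicates reaches that level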; further: values of inactives mirror those of a sister screen read the other way
Peg3 promoter – inhibitors of Peg3 promoter; AID 588405; 360,000 tested, 1.7% active; inhibition, % at 20 µM; HeLa PEG-Prom luciferase reporter, luminescence, overnight;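 active means inhibition of at least 50% at 20 µM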
PDI inh – blocks human protein disulfide isomerase activity; P07237; inhibition, % at 10 µM; PDI insulin aggregation turbidity, A650, 90 min; AID 588391; 350,000 tested, 0.052% active;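 active means mean inhibition across replicates of 30% or more, whatever share of single replicates reach that level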;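 further: absorbance from insulin aggregation driven by PDI reduction with DTT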
Target sequence (P07237 whole entry, looked up): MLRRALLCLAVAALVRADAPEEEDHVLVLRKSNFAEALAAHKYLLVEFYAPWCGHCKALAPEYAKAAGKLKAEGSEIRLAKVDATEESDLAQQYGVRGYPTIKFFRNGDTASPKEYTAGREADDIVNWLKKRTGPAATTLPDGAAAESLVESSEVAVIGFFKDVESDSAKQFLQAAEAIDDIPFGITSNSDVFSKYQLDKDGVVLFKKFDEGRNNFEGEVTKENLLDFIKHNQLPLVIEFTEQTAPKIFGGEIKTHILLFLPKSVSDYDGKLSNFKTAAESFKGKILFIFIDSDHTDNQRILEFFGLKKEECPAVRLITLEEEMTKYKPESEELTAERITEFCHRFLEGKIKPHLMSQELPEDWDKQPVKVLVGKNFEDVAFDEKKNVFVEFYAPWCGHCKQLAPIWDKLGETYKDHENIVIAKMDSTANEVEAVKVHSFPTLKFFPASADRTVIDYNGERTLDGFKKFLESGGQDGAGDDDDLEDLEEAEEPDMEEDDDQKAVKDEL
Numbers without * were called inactive; · = no result given.

Field names: A = NR2E3 ag-1; B = CaV13 FRET inh; C = Vif inh; D = HIF-2a block; E = KKLEB tox; F = NR2E3 ag-2; G = Shn3 3UTR inh; H = CF NFkB inh; I = TRPM1 prom inh; J = Peg3 promoter; K = PDI inh
> CC1(C)CC(=O)C(C=NCC(O)c2ccccc2)=C(O)C1 (stereo unspecified)
  A: 2 | B: -9 | C: 3 | D: 3 | E: 0 | F: -16 | G: -21 | H: 8 | I: -3 | J: 4 | K: 2

> CC(C)(C)c1ccc(CC(=O)N2CCC2(C)C(=O)Nc2cccc3ccccc23)cc1 (stereo unspecified)
  A: · | B: -12 | C: -11 | D: 20 | E: -2 | F: -14 | G: -18 | H: 6 | I: · | J: 16 | K: -8

> CCOC(=O)C(=O)N1CCN(c2cc3c(cc2[N+](=O)[O-])n(C)c(=O)n3C)CC1
  A: -6 | B: -21 | C: 6 | D: 19 | E: 11 | F: 0 | G: -2 | H: -4 | I: 10 | J: 8 | K: 0

> O=C(CSc1nnnn1-c1cccc2ccccc12)Nc1ccc(C(=O)O)cc1
  A: 0 | B: -5 | C: 12 | D: 22 | E: 2 | F: -1 | G: -5 | H: 1 | I: 5 | J: 17 | K: 18

> c1ccc(OCCOCCN2CCOCC2)cc1
  A: 4 | B: -3 | C: 4 | D: -2 | E: -6 | F: -25 | G: -9 | H: 14 | I: -1 | J: 0 | K: -7

> CCCC(O)(c1ccccc1)C(CN1CCOCC1)c1ccccc1 (stereo unspecified)
  A: 2 | B: -18 | C: · | D: 10 | E: -2 | F: 0 | G: 1 | H: 13 | I: -3 | J: 6 | K: -1

> C=C1C(=O)N(C)CCC1C(CC)C(=O)OC (stereo unspecified)
  A: · | B: -7 | C: 2 | D: 6 | E: 10 | F: -11 | G: 18 | H: -8 | I: · | J: -8 | K: -4

> COc1cc(-c2nnc(CSc3nnc(Nc4ccc(Oc5ccccc5)cc4)s3)o2)cc(OC)c1OC
  A: -2 | B: -4 | C: -9 | D: -154 | E: 5 | F: -34 | G: -4 | H: -13 | I: -7 | J: -63 | K: 2

> CC(=O)c1cccc(NC(=O)C2CCCN2S(=O)(=O)c2cccc3cccnc23)c1 (stereo unspecified)
  A: 5 | B: -2 | C: -2 | D: 23 | E: 0 | F: -38 | G: -12 | H: -12 | I: 5 | J: 3 | K: 7

> Cc1noc(C)c1COc1ccc(C(=O)OCC(=O)OC(C)(C)C)cc1
  A: 1 | B: 2 | C: 0 | D: 12 | E: 7 | F: -3 | G: 7 | H: -15 | I: -2 | J: 5 | K: -11

> Cc1cc(Br)cc2c(C(=O)NCC3CCCO3)cc(-c3ccccc3)nc12 (stereo unspecified)
  A: 4 | B: -5 | C: -4 | D: -24 | E: 6 | F: -21 | G: -15 | H: -14 | I: -19 | J: -9 | K: 3

> CCN1CCN(C(c2ccccc2)c2nnnn2CCc2ccc(OC)c(OC)c2)CC1 (stereo unspecified)
  A: -4 | B: · | C: 7 | D: 15 | E: -6 | F: 6 | G: -6 | H: 9 | I: 0 | J: 21 | K: -3

> NC(=O)c1ccsc1NC(=O)COC(=O)Cc1ccc(F)cc1
  A: · | B: -5 | C: 13 | D: 14 | E: -3 | F: -2 | G: 26 | H: 10 | I: · | J: 2 | K: -10

> Cc1cc(C)c(OCCn2ccnc2)c(C)c1
  A: · | B: -5 | C: -2 | D: 13 | E: 4 | F: -29 | G: -7 | H: 16 | I: -6 | J: 16 | K: -1

> CN(Cc1cccc(Cl)c1Cl)CC(O)COc1ccccc1 (stereo unspecified)
  A: 0 | B: -5 | C: 9 | D: -42 | E: -1 | F: -31 | G: 0 | H: 8 | I: 1 | J: -29 | K: 2

> CC(C)(C)OC(=O)N1CCCC(C(=O)Nc2ccc(C(=O)N3CCCC3)cc2)C1 (stereo unspecified)
  A: · | B: -3 | C: -4 | D: 11 | E: 0 | F: 8 | G: -35 | H: -16 | I: · | J: 3 | K: 10

> c1ccc2c(CSCc3nc4ccccc4[nH]3)cccc2c1
  A: -3 | B: -5 | C: -30 | D: -77 | E: 1 | F: -4 | G: 21 | H: 4 | I: 10 | J: -37 | K: 4

> Cc1nc2ccccc2c2nc(NC(=O)Cc3ccccc3)nn12
  A: 1 | B: -8 | C: -4 | D: -16 | E: 2 | F: 14 | G: 46 | H: -21 | I: -1 | J: -16 | K: 15

> COc1ccc(COC(=O)CCc2cc(OC)c(OC)c(OC)c2)cc1F
  A: · | B: -2 | C: 11 | D: 11 | E: 0 | F: 8 | G: -4 | H: -5 | I: -2 | J: 0 | K: 4

> COc1ccc(NC(=O)CN(C)C(=O)CNC(=O)c2cccs2)cc1
  A: 1 | B: -6 | C: 3 | D: -8 | E: -7 | F: 2 | G: -1 | H: 20 | I: 1 | J: 2 | K: 2

Continuation:
Below each SMILES: NR2E3 ag-1	CaV13 FRET inh	Vif inh	HIF-2a block	KKLEB tox	NR2E3 ag-2	Shn3 3UTR inh	CF NFkB inh	TRPM1 prom inh	Peg3 promoter	PDI inh
COc1ccccc1NC(=S)NC(NC(C)=O)C(Cl)(Cl)Cl (stereo unspecified)
→ 0	2	-2	1	8	-18	-27	-6	6	17	3
Cc1ccc(S(=O)(=O)NC(CC(C)C)C(=O)N2CC(C)OC(C)C2)cc1 (stereo unspecified)
→ 1	-9	-34	6	-12	19	78	18	-18	8	-5
O=C(COc1ccc(F)cc1)Nc1nc(-c2cccnc2)cs1
→ ·	-10	·	12	-12	1	-5	1	·	-6	-3
O=C(OCC(=O)N1CCC(Cc2ccccc2)CC1)c1ccccc1NCCO
→ -1	-6	9	-56	10	-5	-1	-22	-12	-30	16
Cc1c(CC(=O)N2CCC(O)CC2)c(=O)oc2cc3c(cc12)CCC1(CCCCC1)O3
→ ·	-12	·	-21	12	19	-7	-14	·	-25	4
O=C(c1ccco1)N1CCN(S(=O)(=O)c2ccccc2)CC1
→ 1	-3	-2	16	-3	-12	-7	-9	2	15	-1
CN(C(=O)COC(=O)/C=C/c1ccc(C(F)(F)F)cc1)C1CCS(=O)(=O)C1 (stereo unspecified)
→ -3	-3	·	9	12	-35	-19	-6	7	2	-8
O=C(Nc1ccc(Cl)cc1)NC1CCS(=O)(=O)C1 (stereo unspecified)
→ -2	-4	-1	20	0	-2	0	29	-1	2	-6
COC(=O)c1ccc(OC)c(CSc2nnc(COc3ccc(OC)cc3)o2)c1
→ 0	-6	2	24	-12	-10	1	6	6	33	8
COc1ccc(-c2cc(NC=O)c3ncc(-c4cc(OC)c(OC)c(OC)c4)n3c2)c(OC)c1
→ ·	-4	22	-172	-18	-37	13	30	·	1	2
COc1ccc(N2CCN(C(=O)c3ccc(Br)cc3)CC2)c([N+](=O)[O-])c1
→ -1	1	-17	7	-3	7	29	-12	9	28	-3
COc1ccc(S(=O)(=O)NCCSCc2ccco2)cc1OC
→ -1	-10	-5	3	-3	-12	10	0	3	2	7
Cc1ccc(N(CC(=O)Nc2cc(Cl)ccc2Oc2ccccc2)S(C)(=O)=O)cc1C
→ -1	-5	-7	19	-5	-11	17	3	-18	38	-4
COc1ccc(C(=O)[C@@H]2CC[C@](C)(C(=O)O)C2(C)C)cc1
→ 3	-8	17	-6	4	-7	7	-12	0	3	-5
C[C@@H]1CN([C@H](C)CO)C(=O)CCCn2nncc2CO[C@@H]1CN(C)S(=O)(=O)c1ccccc1F
→ ·	-9	·	12	6	-3	-10	-4	·	3	-6
CCOc1ccc(N(C(C)C(=O)N/N=C(\C)C(C)(C)C)S(C)(=O)=O)cc1 (stereo unspecified)
→ 2	-1	1	12	-2	14	-2	-5	-2	-9	15
CC(=O)Nc1ccc(NC(=O)C(C)OC(=O)CN2C(=O)C3CCCCC3C2=O)cc1 (stereo unspecified)
→ ·	-8	5	4	-3	22	-10	-19	16	1	-5
COc1ccc(/C=N\NC(=O)C2COc3ccccc3O2)cc1O (stereo unspecified)
→ -2	-2	4	-9	-7	-1	-9	3	10	-9	0
Cc1nc([N+](=O)[O-])cn1CC(=O)c1ccccc1
→ 4	-3	11	8	4	-4	-7	-21	1	11	-4
CC(NC(=O)CSc1nc2ccccc2n1C)c1ccccc1 (stereo unspecified)
→ 3	-4	2	-2	-2	5	-1	-5	8	7	11
CC1Cc2ccccc2N1C(=O)CN(C)S(=O)(=O)c1cccc2cccnc12 (stereo unspecified)
→ 4	13	4	1	8	-24	4	-16	-1	5	7
CN1CCN(C(=O)C2=C[C@H](C3CC3)C[C@H](OCc3ccc(CO)cc3)O2)CC1
→ -1	-6	37	-6	6	-8	-5	3	-15	1	2
O=C(NC(=S)Nc1ccc(Br)c(Cl)c1)C1CC1
→ ·	-3	16	-133	0	-6	19	-15	5	-96	2
COc1ccc(/C(O)=C2/C(=O)C(=O)N(CCN(C)C)C2c2cccnc2)cc1C (stereo unspecified)
→ 8	7	-3	12	-2	-4	-16	1	-4	12	-3
COc1c(Cl)ccc(Cl)c1C(=O)NC(=O)N1CCOCC1
→ 2	-4	-11	3	10	-9	7	-2	10	4	0
C=CCNC(=O)/C(=C/c1ccccc1OCC)NC(=O)c1ccccc1
→ 0	-5	4	18	2	8	-20	-5	3	10	-4
CCCn1c(=O)c(C(=O)NNC(=O)c2ccc(Cl)cc2Cl)c(O)c2ccccc21
→ 3	-8	-6	7	-6	-25	-14	-3	-4	4	-4
COc1ccccc1NC(=O)CN1CCN(CC(=O)Nc2ccccc2F)CC1
→ ·	-9	-17	19	0	-29	2	0	14	7	2
COc1cccc(NC(=O)c2cnc(NS(=O)(=O)c3ccccc3)nc2)c1
→ ·	-5	18	8	-6	-13	-6	19	·	-3	1
COc1ccc(/C=C/C2=CC(C)(C)NC(=S)N2)cc1OC
→ -2	5	0	8	5	24	-3	-12	-8	1	4
CC1(C)CC(NC(=O)C(=O)NCCc2ccccc2)CC(C)(C)N1
→ 1	-5	1	6	0	6	-13	10	-6	-5	2

Looked up by structure from the list above (5):
Below each SMILES: NR2E3 ag-1	CaV13 FRET inh	Vif inh	HIF-2a block	KKLEB tox	NR2E3 ag-2	Shn3 3UTR inh	CF NFkB inh	TRPM1 prom inh	Peg3 promoter	PDI inh
COc1ccccc1NC(=O)CN1CCN(CC(=O)Nc2ccccc2F)CC1
→ ·	-9	-17	19	0	-29	2	0	14	7	2
CCCn1c(=O)c(C(=O)NNC(=O)c2ccc(Cl)cc2Cl)c(O)c2ccccc21
→ 3	-8	-6	7	-6	-25	-14	-3	-4	4	-4
CC1Cc2ccccc2N1C(=O)CN(C)S(=O)(=O)c1cccc2cccnc12 (stereo unspecified)
→ 4	13	4	1	8	-24	4	-16	-1	5	7
COc1cccc(NC(=O)c2cnc(NS(=O)(=O)c3ccccc3)nc2)c1
→ ·	-5	18	8	-6	-13	-6	19	·	-3	1
CC1(C)CC(NC(=O)C(=O)NCCc2ccccc2)CC(C)(C)N1
→ 1	-5	1	6	0	6	-13	10	-6	-5	2

Screens from PubChem.
